# High-throughput results: PubChem, several laboratories
# Dengue-2 NS5 capping – Dengue-2 NS5 methyltransferase inhibitors, primary screen, biochemical, confirmation dose response (AID 588689); Dengue-2 NS5 methyltransferase capping enzyme assay, biochemical; higher % means a stronger effect; one-dose inhibition, % at 25 µM; IC50 in µM for titrated hits; 340,000 compounds, 0.3% hits; in the data active = a potency from the dose series; inconclusive = inhibition above about 29% without an active follow-up result
# Rac1 GTP hydrolysis – MgcRacGAP GTPase-activating activity inhibitors, confirmation, biochemical, ADP Hunter fluorescence; MgcRacGAP-stimulated Rac1 GTP hydrolysis, ADP Hunter fluorescence; higher % means a stronger effect; GST-tagged Rac1 F28L mutant substrate; inhibition, % at 30 µM, or IC50 in µM where a hit was titrated; 340,000 compounds, 0.6% hits; AID 624330;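 active = first-screen hits whose inhibition reached a set limit at any dose in the follow-up dose series; inconclusive = inhibition above the set first-screen limit but never retested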;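 note: fluorescence reports GDP produced by GAP-driven GTP hydrolysis; strong numbers were not always called active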
# UTI89 phage lysis – inhibition of K1F phage lysis, E. coli UTI89, bacterial capsule biogenesis inhibitors, alamar blue (AID 488966); 340,000 compounds, 0.02% hits; inhibition, % at 100 µM, or IC50 in µM where a hit was titrated; E. coli UTI89 K1F phage lysis, alamar blue, 2 h; higher % means a stronger effect;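 active = phage lysis inhibition, versus mean bacterial control, above a set limit; inconclusive = no clear call, values can overlap the other calls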;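 note: capsule biogenesis inhibitors block K1F phage lysis so surviving cells raise fluorescence; higher fluorescence means more inhibition of phage lysis; actives were called in the ten point dose series up to 300 µM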
# AID2073 – disruptors of CaV2.2 binding to Mint1 – biochemical, HTRF (AID 2073); HTRF protein-protein interaction, Mint1-CaV2.2; higher % means a stronger effect; inhibition, % at 20 µM; hits with a dose series show IC50 in µM; 290,000 compounds, 0.19% hits; in the data active = inhibition mostly above about 51%, no sharp cut-off; inconclusive = no clear call, values can overlap the other calls; inactive = mostly below about 53%; note: some results filed as inactive read as strong as hits
# Large T inhibition – SV40 large T antigen inhibitors, biochemical (AID 1903) | SV40 large T antigen ATPase/helicase inhibition assay; higher % means a stronger effect | inhibition, % at 20 µM, or IC50 in µM where a hit was titrated | 310,000 compounds, 0.39% hits; in the data active = a potency from the dose series; inconclusive = inhibition mostly from about 32% at the one dose, without a potency; inactive = the rest, 99 in 100 with inhibition below about 32%; note: strong numbers were not always called active
# RSV antiviral HEp-2 – inhibition of RSV-induced cytopathic effect – HEp-2 cells, primary 10 µM value included (AID 2391). 310,000 compounds, 0.13% hits. CPE inhibition, % at 10 µM, or IC50 in µM where a hit was titrated. HEp-2 cells, RSV-induced CPE inhibition; higher % means a stronger effect; in the data active = a potency from the dose series; inconclusive = CPE inhibition mostly from about 23% at the one dose, without a potency; inactive = the rest, 99 in 100 with CPE inhibition below about 21%; note: strong numbers were not always called active
# NTR1 agonist – NTR1-driven beta-arrestin-GFP spot formation – imaging, U2OS cells, high content, primary screen (AID 493036); agonist mode; 330,000 compounds, 0.17% hits; P30989; activation, % at 20 µM;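 active = activation at or above 40% of the spot to cytoplasm intensity ratio, with at least 20 cells analyzed; inconclusive = wells under 20 cells, flagged as cytotoxic or low count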;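 note: 0% = DMSO without peptide and 100% = 100 nM NTR1 peptide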
# Target sequence (P30989 whole entry, looked up): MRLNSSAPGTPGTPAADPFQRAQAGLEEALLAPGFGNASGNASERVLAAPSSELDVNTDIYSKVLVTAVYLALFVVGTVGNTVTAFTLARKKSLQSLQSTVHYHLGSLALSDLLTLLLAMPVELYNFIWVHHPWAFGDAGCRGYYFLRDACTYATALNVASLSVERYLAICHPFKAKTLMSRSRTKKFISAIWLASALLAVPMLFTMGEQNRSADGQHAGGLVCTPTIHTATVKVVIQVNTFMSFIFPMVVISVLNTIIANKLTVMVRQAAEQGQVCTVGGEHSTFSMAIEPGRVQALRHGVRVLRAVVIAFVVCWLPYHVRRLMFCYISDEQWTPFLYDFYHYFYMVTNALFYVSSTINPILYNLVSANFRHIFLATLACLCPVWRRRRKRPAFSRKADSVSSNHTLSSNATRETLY
# West Nile antiviral – inhibition of WNV-induced cytopathic effect – cell-based, CPE readout (AID 1621) | 290,000 compounds, 0.02% hits | CPE inhibition, % at 10 µM, or IC50 in µM where a hit was titrated | West Nile virus-infected cells, CPE inhibition; higher % means a stronger effect; in the data active = a potency from the dose series; inconclusive = CPE inhibition mostly from about 3.7% at the one dose, without a potency; inactive = the rest, 99 in 100 with CPE inhibition below about 2.2%; note: strong numbers were not always called active
# SIAH1 antagonists – blockers of Siah-1 interaction with plectin peptide – biochemical, fluorescence polarization, rhodamine-plectin, uHTS, primary screen (AID 1817). Siah-1 / rhodamine-plectin peptide fluorescence polarization; higher % means a stronger effect. displacement, % at 20 µM, or IC50 in µM where a hit was titrated. 290,000 compounds, 0.02% hits;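 active = displacement of at least 50% at 20 µM, with a fluorescence ratio check between 0.3 and a set limit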;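 note: plate controls were Siah plus tracer with DMSO for no effect and tracer alone without Siah for full effect; strong numbers were not always called active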
# NTR1 agonist cell count 20 µM – further read-out of NTR1 agonist, marked with its call; cell count; measured here: cell count, cytotoxicity flag
# Dengue-2 NS5 capping pilot replicate – also measured in Dengue-2 NS5 capping; calls as there; inhibition, %; measured here: pilot screen replicate inhibition
# Active calls of the source: *; ? = inconclusive; / = not tested or not shown; [ ] = dose if it differs, or a comment.
SMILES,Dengue-2 NS5 capping,Rac1 GTP hydrolysis,UTI89 phage lysis,AID2073,Large T inhibition,RSV antiviral HEp-2,NTR1 agonist,NTR1 agonist cell count 20 µM,West Nile antiviral,SIAH1 antagonists,others
O=C(Nc1cccnc1Cl)c1cc(-c2cccc(Cl)c2)on1,1.7%,-1.7%,0.0%,10.7%,-0.1%,0.9%,1.2,40,-0.4%,7.3%,
O=C(N/N=C/c1ccsc1)c1cc(O)cc(O)c1,0.7%,-0.7%,0.1%,-3.6%,16.0%,-0.2%,-0.3,35,0.0%,0.8%,
O=C(c1cc2nc(C3CC3)cc(C(F)F)n2n1)N1CCOCC1,-6.0%,12.9%,0.1%,1.2%,3.7%,1.5%,0.7,72,-0.1%,-1.6%,
Cc1nc2cc(Cl)c(Cl)cc2n1-c1ccccn1,-1.6%,0.2%,0.5%,/,3.3%,23.1%,0.9,96,/,/,
Cc1nn(C)cc1S(=O)(=O)N1CCN(c2ccccc2F)CC1,-10.4%,1.0%,-0.5%,10.0%,16.5%,0.9%,0.8,70,-0.6%,3.0%,
CCCCCCCN1C(N(C)C)=NC[C@@H]1Cc1ccccc1,0.8%,7.8%,11.0%,/,8.0%,-1.9%,-5.6,96,/,/,
O=C(N/N=C/c1ccc2c(c1)OCO2)c1ccc(Cn2cc([N+](=O)[O-])cn2)o1,1.9%,1.5%,0.6%[50 µM],2.9%,5.5%,1.2%,2.1,50,-0.7%,2.6%,
O=C(Cn1c(=O)[nH]c2sc3c(c2c1=O)CCCC3)NCC1CCCO1 (stereo not drawn),2.7%,-7.5%,-0.4%,-10.4%,6.0%,1.9%,-1.5,67,0.5%,5.7%,
CN(C)c1ccc(C(=O)Nc2cccc(S(=O)(=O)NC3=NCCCCC3)c2)cc1,0.4%,5.8%,0.2%[50 µM],/,/,3.0%,2.1,45,/,/,
CC(c1ccccc1)N1C(=O)NC(NC(=O)C(C)(C)C)(C(F)(F)F)C1=O (stereo not drawn),-4.4%,-0.8%,3.4%,-4.8%,4.0%,1.3%,3.0,54,-0.5%,1.9%,
COc1ccc(S(=O)(=O)NCC2CCCN(C(=O)c3cccnc3)C2)cc1 (stereo not drawn),-4.6%,13.4%,0.0%,14.0%,0.0%,2.6%,-1.1,29,0.0%,0.0%,
C=CCc1ccc(OC(=O)c2ccccc2)c(OC)c1,0.0%,4.7%,7.3%,0.4%,0.9%,/,-1.0,72,-0.3%,-6.7%,
O=C(Nc1ccc(Br)cc1)c1ccc(N2C(=O)C3CC=C(Cl)CC3C2=O)cc1 (stereo not drawn),-2.1%,5.8%,-0.1%,8.0%,0.2%,19.0%,1.0,47,0.0%,-0.2%,
O=C(NC(=O)c1ccccc1)OCC(F)(F)F,-1.6%,5.2%,7.5%,3.1%,4.3%,1.5%,0.5,81,0.6%,1.2%,
CN1CCN(C(=O)CCN2C(=O)/C(=C\c3ccc(Cl)cc3Cl)SC2=S)CC1,0.0%,14.3%,-0.5%,-15.1%,2.5%,2.5%,2.2,51,12.1%,-7.6%,
COC(=O)[C@H](Cc1ccccc1)NC(=O)C1(OC(C)=O)CC(OC(C)=O)C(OC(C)=O)C(OC(C)=O)C1 (stereo partly drawn),-5.4%,-0.2%,0.2%,17.2%,3.0%,0.6%,-0.9,79,-0.7%,0.8%,
O=C(c1ccc(CS(=O)(=O)c2ccc(Br)cc2)o1)N1CCOCC1,3.0%,1.6%,-0.5%,-6.8%,6.8%,3.2%,2.2,72,-0.9%,-0.7%,
COc1ccccc1NC(=O)CN1CCN(c2ccccc2)CC1,3.5%,3.6%,-0.1%,2.2%,11.4%,5.5%,1.1,54,-0.7%,3.7%,
Cc1csc(NC(=O)CSc2nc3sc(C)c(C)c3c(=O)[nH]2)n1,-1.6%,14.2%,0.4%,6.6%,6.0%,4.5%,3.0,63,0.1%,-11.6%,
Cc1cccc(NC(=O)NCCCCc2ccccc2)c1,-3.3%,6.9%,0.3%[50 µM],-9.0%,26.8%,2.5%,1.1,66,-0.9%,2.0%,
CCn1nc(CC(C)C)cc1C(=O)N1CCCC(Nc2ccc(F)cc2)C1 (stereo not drawn),-4.2%,1.2%,1.0%,-13.9%,-1.3%,-0.3%,-0.5,49,-1.1%,2.0%,
COc1ccccc1CN1CCN(Cc2nc(-c3cccs3)no2)CC1,-4.6%,11.4%,0.9%[50 µM],9.4%,12.6%,-0.8%,1.1,51,-0.7%,5.8%,
N=C(N)N1CCc2ccccc21,0.8%,-2.8%,-0.4%,9.6%,5.0%,/,-0.4,53,0.4%,11.9%,
Cn1cc(CNC(=O)c2cc(-c3ccccc3)nc3ccc(Br)cc23)cn1,-9.8%,6.0%,4.3%,34.3%,-83.0%,1.3%,5.7,67,-0.6%,3.5%,
COc1ccc(CCNC(=O)C2CCCN2C(=O)Nc2ccccc2)cc1OC (stereo not drawn),-4.6%,13.6%,0.1%,5.6%,10.7%,1.2%,2.6,46,-0.3%,4.0%,Dengue-2 NS5 capping pilot replicate=-0.6

# Some of these compounds in order of formula weight, smallest number first:
SMILES,Dengue-2 NS5 capping,Rac1 GTP hydrolysis,UTI89 phage lysis,AID2073,Large T inhibition,RSV antiviral HEp-2,NTR1 agonist,NTR1 agonist cell count 20 µM,West Nile antiviral,SIAH1 antagonists,others
CCCCCCCN1C(N(C)C)=NC[C@@H]1Cc1ccccc1,0.8%,7.8%,11.0%,/,8.0%,-1.9%,-5.6,96,/,/,
Cc1nn(C)cc1S(=O)(=O)N1CCN(c2ccccc2F)CC1,-10.4%,1.0%,-0.5%,10.0%,16.5%,0.9%,0.8,70,-0.6%,3.0%,
COc1ccc(CCNC(=O)C2CCCN2C(=O)Nc2ccccc2)cc1OC (stereo not drawn),-4.6%,13.6%,0.1%,5.6%,10.7%,1.2%,2.6,46,-0.3%,4.0%,Dengue-2 NS5 capping pilot replicate=-0.6
O=C(c1ccc(CS(=O)(=O)c2ccc(Br)cc2)o1)N1CCOCC1,3.0%,1.6%,-0.5%,-6.8%,6.8%,3.2%,2.2,72,-0.9%,-0.7%,
CN(C)c1ccc(C(=O)Nc2cccc(S(=O)(=O)NC3=NCCCCC3)c2)cc1,0.4%,5.8%,0.2%[50 µM],/,/,3.0%,2.1,45,/,/,

# Remaining list, next part:
SMILES,Dengue-2 NS5 capping,Rac1 GTP hydrolysis,UTI89 phage lysis,AID2073,Large T inhibition,RSV antiviral HEp-2,NTR1 agonist,NTR1 agonist cell count 20 µM,West Nile antiviral,SIAH1 antagonists,others
COc1cccc(NC(=O)c2ncn[nH]2)c1,0.0%,7.0%,-2.6%,35.5%,9.3%,1.8%,-2.6,60,1.1%,2.6%,
Cn1cccc1/C=C1\SC(=Nc2ccc(O)cc2)NC1=O,-13.9%,94.8µM*,0.2%,-9.8%,?,1.0%,-0.5,57,1.3%,-1.9%,
O=C(NCCN1CCc2ccccc2C1)C1CCN(S(=O)(=O)N2CCC3(CC2)OCCO3)CC1,-4.9%,1.6%,1.7%,-8.5%,3.1%,0.8%,2.4,37,-0.6%,0.2%,
NC(=O)c1ccc(NC(=O)CNC(=O)c2sc3ccccc3c2Cl)cc1,7.7%,0.7%,0.7%[50 µM],/,/,-0.2%,-2.2,60,/,/,
CSc1nc(N(C)NC(=O)c2ccc(Cl)cc2)c2ccccc2n1,-6.2%,11.2%,0.4%,2.8%,6.4%,4.1%,4.0,31,-0.3%,3.8%,
CCOC(=O)c1c(C)[nH]c(C)c1S(=O)(=O)NCCCN1CCOCC1,6.1%,4.8%,0.4%,-1.1%,9.0%,0.7%,0.2,57,0.0%,3.0%,
Cc1ccc(NC(=O)c2ocnc2C)cc1Cl,0.8%,6.1%,3.1%,-4.1%,16.6%,6.2%,1.4,60,0.4%,-1.7%,
FC(F)(F)c1cc(N2CCNCC2)c2ccccc2n1,-6.2%,-4.0%,0.2%,7.2%,3.2%,?,-0.4,52,0.4%,1.4%,
O=C(CSc1nnnn1Cc1ccccc1)c1ccc(F)cc1,-3.2%,3.8%,0.0%,13.8%,24.8%,-0.5%,3.0,49,0.2%,9.4%,
COc1cccc(N=Nc2c(C)[nH]n(-c3ccccc3)c2=O)c1,-1.1%,-3.3%,0.1%,8.8%,12.7%,2.6%,5.3,66,-1.6%,4.4%,
CN(CC(=O)Nc1ccc(C(N)=O)cc1)CC(=O)Nc1ccccc1Cl,2.2%,2.2%,0.3%,-8.6%,-7.4%,2.1%,-0.5,48,0.2%,5.5%,
O=C1CNC(=S)N1Cc1ccc(Cl)cc1,-0.3%,-4.4%,14.4%,-1.6%,4.4%,0.3%,-0.3,74,0.1%,9.8%,
O=C(O)c1ccccc1N1C(=O)C2C3CCC(C3)C2C1=O (stereo not drawn),-2.2%,5.8%,-1.7%,-3.8%,21.5%,-0.1%,0.4,55,1.2%,-0.4%,
Cc1ccccc1Nc1nc2ccccc2n1C(C)C,-3.6%,6.6%,1.2%,-0.1%,5.1%,0.6%,0.6,58,-0.7%,-3.0%,
ClC1(Cl)CC1Cn1c(C2CC2)nc2ccccc21 (stereo not drawn),-4.6%,4.5%,0.1%,0.6%,1.6%,-0.4%,-0.5,34,-0.3%,3.4%,
Nc1ccccc1C(=O)NCc1ccco1,-1.2%,11.1%,0.3%,2.8%,11.5%,0.6%,-1.8,61,-0.2%,0.8%,
CCN1C(=NCc2cc(OC)c(OC)c(OC)c2)N[C@@H](c2cccc(C(F)(F)F)c2)C(C(=O)OC)=C1C,-10.2%,5.2%,0.7%,/,/,/,-0.3,46,/,/,
COc1cccc(N2CCN(C(=O)CN(C)S(=O)(=O)c3ccc4c(c3)c(=O)n(C)c(=O)n4C)CC2)c1,-11.9%,5.0%,0.3%,8.7%,3.6%,3.6%,-0.5,51,-0.3%,7.5%,
COc1ccccc1C(CNC(=O)c1ccc(NS(=O)(=O)c2ccc3c(c2)OCCO3)cc1)N(C)C (stereo not drawn),-1.5%,8.8%,1.3%[50 µM],/,12.6%,0.5%,8.2,38,/,/,
Cc1ccccc1NC1=NC(=S)N(CC(N)=O)C12CCOC(C)(C)C2 (stereo not drawn),-6.2%,4.3%,0.5%,16.1%,8.4%,2.1%,0.6,77,-0.1%,-4.5%,
O=C(c1cc2ccccc2oc1=O)N1CCSC1c1ccco1 (stereo not drawn),2.4%,12.5%,0.2%,-4.9%,1.7%,1.2%,-1.5,95,-0.3%,-4.4%,
